PLK1 PBD block: PLK1 (human) polo-box domain binding inhibition | Plk1 PBD binding of FITC phosphopeptide, fluorescence polarization | Potency, µM, for the others: max response, negative = inhibition, most hits filed as inhibitors | P53350 | 360,000 compounds, 2.8% hits | AID 720504; note: potency is the fitted concentration of half-maximal effect; series mostly up to about 57 µM; % is set by controls: 0 for no effect and ±100 for the full control effect; nearly all actives have a fitted effect of over 65% in size
Target sequence (P53350 whole entry, looked up, the tested form may be a part): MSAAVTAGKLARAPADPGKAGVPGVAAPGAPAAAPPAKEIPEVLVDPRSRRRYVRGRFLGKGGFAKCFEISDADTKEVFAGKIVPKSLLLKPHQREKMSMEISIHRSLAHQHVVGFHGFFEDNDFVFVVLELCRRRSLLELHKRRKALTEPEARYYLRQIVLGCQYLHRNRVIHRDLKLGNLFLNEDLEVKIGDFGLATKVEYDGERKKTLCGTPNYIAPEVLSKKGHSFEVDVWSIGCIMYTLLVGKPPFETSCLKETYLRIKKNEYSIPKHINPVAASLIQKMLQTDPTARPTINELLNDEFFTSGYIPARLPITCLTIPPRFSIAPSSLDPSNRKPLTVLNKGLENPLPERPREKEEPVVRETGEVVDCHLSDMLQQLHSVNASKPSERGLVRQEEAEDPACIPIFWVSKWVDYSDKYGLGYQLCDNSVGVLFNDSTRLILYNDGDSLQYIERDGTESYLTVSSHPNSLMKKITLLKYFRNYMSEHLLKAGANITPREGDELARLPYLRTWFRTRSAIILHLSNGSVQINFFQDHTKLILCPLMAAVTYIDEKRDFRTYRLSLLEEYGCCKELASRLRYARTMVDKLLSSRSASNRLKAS
IL-2 act: activators of IL-2 | 360,000 compounds, 0.065% hits | AID 652025 | activation, % (series mostly up to about 46 µM) | IL-2 activation reporter assay, cell-based qHTS; stimulated with anti-CD3/CD4/CD28 beads; in transgenic mouse T cells; in the data active = activation above about 50%; inconclusive = mostly about 30% to 49%; note: 0% is about no effect
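Unstimulated transgenic mouse T cells preincubated 60 min with compound, then stimulated with anti-CD3/anti-CD4-coated beads plus anti-CD28 for 18 h at 37 degrees C. IL-2 response read as EGFP and DsRed fluorescence by plate cytometry.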
DRD3 agonist: agonists of human D3 dopamine receptor; max activation, %; 410,000 compounds, 0.58% hits; D3R DiscoveRx beta-arrestin cells, luminescence, 90 min; in the data active = max activation above about 30%; note: 0% is about no effect; mostly tested at two doses, the higher about 12 µM
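Cells at 1500/well, incubated overnight, then treated with pinned compounds (dopamine as control) for 90 min at 37 degrees C. DiscoveRx reagent added for 30 - 60 minutes at room temperature; luminescence read.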
GLP1R ag: GLP-1 receptor (human) agonism | P43220 | 380,000 compounds, 0.007% hits | Potency, µM (highest dose often 45.6 µM), for inactives: at the top dose activation, actives largely listed as activators | HEK293 GLP-1R CRE-luciferase, luminescence, 4-6 h; cells express a hypersensitive GLP-1R form; note: potency is the fitted concentration of half-maximal effect; % of control where 0% means no effect
DRD3 antagonist: blocks the human D3 dopamine receptor | P35462 | D3R cells, DiscoveRx beta-arrestin luminescence, antagonist mode; stronger effect = lower value | max response, negative = inhibition, % | 360,000 compounds, 2.5% hits | AID 652054; in the data active = max response below about -50%; inconclusive = no clear call, values can overlap the other calls; note: % is set by controls: 0 for no effect and ±100 for the full control effect; mostly tested at two doses, the higher about 12 µM
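Cells plated overnight at 1500 cells/well, then exposed to library compounds with dopamine controls for 90 minutes at 37 degrees C. DiscoveRx reagent added for 30–60 minutes at room temperature; luminescence read, quantitative HTS format.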
HEK293 tox: cytotoxicity in counter-screen for GLP-1R inverse agonists | HEK293 cAMP-luciferase reporter cells, luminescence, 24 h | Potency, µM (series often up to 38.3 µM), without a hit: at the top dose activity change, negative = inhibition, usual class: inhibitors | 410,000 compounds, 0.13% hits | AID 624418;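 note: loss of luciferase light is scored as toxicity; potency is the fitted concentration of half-maximal effect; % is set by controls: 0 for no effect and ±100 for the full control effect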
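Seeding density was 200 cells/uL; after overnight-length (12 h) culture, 23 nL compounds went on for 24 h at 37 °C. Readout used a luciferase detection reagent, luminescence taken after 12 min at room temperature.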
GLP1R inv ag: inverse agonists of human GLP-1 receptor; P43220; HEK293 GLP-1R CRE-luciferase, luminescence, 24 h; GLP-1R form is constitutively active; Potency, µM (series often up to 38.3 µM), for inactives: at the highest dose activity change, negative = inhibition, actives largely listed as inhibitors; 410,000 compounds, 1.6% hits; AID 624417; note: potency is the fitted concentration of half-maximal effect; % is set by controls: 0 for no effect and ±100 for the full control effect; nearly all actives have a fitted effect of over 55% in size
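Stable HEK293 clone (constitutively active GLP-1R + cAMP-response luciferase); 200 cells/uL plated, 12 h pre-culture, compound 24 hr, 37 deg C/5% CO2; detection reagent 12 min RT; luminescence.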
WRN inhibitor: WRN helicase (human) inhibition. Q14191. WRN helicase unwinding, fluorescent forked duplex, kinetic. Potency, µM (titrated, usually from 114 µM), without a hit: at the highest dose activity change, negative = inhibition, actives largely listed as inhibitors. 360,000 compounds, 0.46% hits. AID 651768; note: potency is the fitted concentration of half-maximal effect; % is set by controls: 0 for no effect and ±100 for the full control effect; nearly all actives have a fitted effect of over 55% in size
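Enzyme (20 nM final) and test compound sit together 15 min at room temperature before substrate addition. Substrate is a single-forked duplex oligonucleotide (100 nM) labelled with fluorophore and quencher, with 2 mM ATP; helicase unwinding raises red fluorescence, read kinetically.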
PI5P4K alpha inh: PI5P4K alpha (human) kinase inhibition; P48426; PI5P4Kalpha enzyme, ADP-Glo luminescence, 60 min; stronger effect = lower value; max response, %; 330,000 compounds, 1.2% hits; AID 652105; active = max response of -50% or lower; inconclusive = between -30% and -50%; inactive = -30% or higher; note: value at the top dose of about 77 µM; % is set by controls: 0 for no effect and ±100 for the full control effect
Target sequence (P48426 whole entry, looked up): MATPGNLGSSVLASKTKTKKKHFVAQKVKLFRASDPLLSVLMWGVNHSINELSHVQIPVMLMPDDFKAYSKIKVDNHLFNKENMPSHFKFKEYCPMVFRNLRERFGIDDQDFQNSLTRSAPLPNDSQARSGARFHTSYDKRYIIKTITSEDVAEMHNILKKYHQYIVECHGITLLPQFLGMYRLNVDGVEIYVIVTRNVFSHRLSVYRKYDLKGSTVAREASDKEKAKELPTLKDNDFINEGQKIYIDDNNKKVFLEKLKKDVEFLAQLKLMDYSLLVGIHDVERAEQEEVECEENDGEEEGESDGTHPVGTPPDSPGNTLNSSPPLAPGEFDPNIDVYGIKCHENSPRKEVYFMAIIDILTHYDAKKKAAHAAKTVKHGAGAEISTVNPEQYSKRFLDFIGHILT
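ADP-Glo luminescence end-point after a 60 min room-temperature kinase reaction. PI5P4Kalpha and substrate in HEPES pH 7.4 buffer with EGTA, 0.1% CHAPS and 5% DMSO; ATP at 5 microM final.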
Active calls of the source: *; u = inconclusive; x = no result given; & = joins results of further samples; ! = not active in a repeat; [ ] = another dose, or the depositor's remark. Unless noted, calls come from the whole dose curve; as a rule, active = well fitted curve in the direction sought with a large enough effect; inconclusive = small, poorly fitted or top-dose-only effect, or another doubt; inactive = no such curve, though single readings can be large; an effect the other way counts as inactive or inconclusive.

no.	Compound	PLK1 PBD block	IL-2 act	HEK293 tox	WRN inhibitor	GLP1R inv ag	DRD3 agonist	DRD3 antagonist	PI5P4K alpha inh	GLP1R ag
1	Cc1ccc2oc(-c3cccc(NC(=O)c4ccc(Br)o4)c3)nc2c1	-12%	-1.0	-5%	-12%	9%	29	42	5	0%
2	Cc1ccccc1C(=O)N1CCC(C(=O)Nc2nccs2)CC1	8%	0.1	-16%	-4%	-10%	2	5	-1	3%
3	O=C(Cn1c(=O)cnc2ccccc21)NCC(=O)Nc1ccc(F)c(F)c1	3%	-4.3	5%	6%	6%	-11	-14	3	-10%
4	CCN(CC)CCN1C(=O)C(=O)/C(=C(/O)c2ccccc2)C1c1ccccc1F (stereo not given)	-1%	-0.2	-24%	-3%	13%	1	5	0	-13%
5	CC(=O)N(Cc1cc(=O)[nH]c2ccccc12)c1ccc(C)cc1	1%	1.5	-6%	-1%	-12%	7	-3	5	-9%
6	CC1(C(=O)Nc2cccc3cccnc23)CCN1C(=O)CCC1CCCC1 (stereo not given)	1%	-0.6	-6%	-7%	-4%	4	0	-4	-3%
7	CC(OC(=O)C1CSC2(C)CCC(=O)N12)C(=O)Nc1ccc(F)cc1 (stereo not given)	-3%	4.7	2%	1%	9%	-5	-19	-14	-1%
8	Cn1cc([N+](=O)[O-])c(C(=O)Nc2nccs2)n1	-6%	0.4	-25%	7%	u	-2	-13	1	-5%
9	COc1ccccc1CNC(=O)COC(=O)/C=C/c1ccc2ccccc2n1	-4%	-0.3	-21%	-6%	21%	1	2	-3	14%
10	CC(C)=CC(=O)Nc1ccc(S(=O)(=O)Nc2onc(C)c2C)cc1	-7%	0.0	-2%	-16%	8%	1	8	1	-3%
11	COc1ccccc1N/C(=N/S(=O)(=O)c1ccc(Cl)cc1)c1ccccc1	-9%	0.2	13%	-2%	0%	-8	7	x	13%
12	Cc1c(C)c2c(OCC(=O)N3CCC(C(N)=O)CC3)cc3c(c2oc1=O)CCC(C)(C)O3	-17%	-0.8	-6%	3%	34%[activator]	-19	-12	4	2%
13	COc1ccccc1C1Nc2cccc3cccc(c23)N1	-16%	-4.3	-25%	-12%	35%[activator]	-9	u	-1	1%
14	CC(C)CNC(=O)COCc1cc(-c2ccc3c(c2)OCO3)on1	5%	-3.0	7%	2%	23%	-10	2	5	7%
15	CCOC(=O)c1ccc(NC(=S)Nc2ccc(C)cc2)cc1	-11%	-0.2	2%	-6%	-10%	1	1	1	4%
16	Cc1cccc(Cc2ccc(Cl)nn2)c1	-4%	-0.1	7%[7.66 µM]	-3%	7%[7.66 µM]	3	1	11	8%
17	O=C(c1ccc(Cl)cc1Cl)N1CCC(C(=O)N2CCOCC2)CC1	-7%	2.5	3%	-3%	-6%	3	-8	-1	7%
18	Cc1ccc(S(=O)(=O)N2CCOCC2)cc1NC(=O)COC(=O)CCC(=O)c1ccc(F)cc1	-2%	-2.5	-5%	-6%	-4%	-1	9	-2	-5%
19	CCn1c(SCc2ccc(Cl)cc2Cl)nc2nc3c(cc2c1=O)CCCC3	-1%	3.4	-18%	7%	0%	3	16	x	0%
20	CCCCCn1c(CNC(C)=O)nc2ccccc21	u	-2.6	6%	6%	-2%	0	-7	3	0%
21	COc1ccc(S(=O)(=O)N2CCCCCC2)cc1C(=O)N(C)CCOc1ccc(Cl)cc1	-13%	-4.5	-23%	-11%	u	-4	-24	0	12%
22	O=C(CN1CCOCC1)Nc1ccccc1C(=O)Nc1ccccc1	-3%	3.1	3%	1%	15%	4	11	-7	-2%
23	Cc1ccc(C(=O)N/C(=C/c2ccc(-c3cccc([N+](=O)[O-])c3)o2)C(=O)NC(C)C)cc1	-6%	-3.6	4%	-23%	0%	8	46	5	3%
24	NC(=O)c1nn(-c2ccccc2)nc1NC(=O)CN1CCCCC1	0%	1.3	-11%	3%	1%	0	7	11	0%
25	CCNC(=S)NNC(=O)c1cc(-c2cccc(OC)c2)nc2ccccc12	-1%	0.3	-3%	-9%	0%	-1	7	-5	1%
26	O=C(NCCc1csc(-c2cccnc2)n1)c1cccc2ccccc12	-7%	-2.0	1%	7%	15%	7	5	-8	-6%
27	CCCCN=C(C)c1c(O)c2ccccc2oc1=O	-20%	0.4	3%	-9%	25%	4	10	-6	8%
28	CCN1C2OC3OC4C(OC3OC2N(CC)S1(=O)=O)N(CC)S(=O)(=O)N4CC (stereo not given)	4%	0.6	14%	-1%	26%	-1	-6	5	-5%
29	COc1ccc(C(=O)Nc2c(N)nc(SCC(=O)NCC3CCCO3)[nH]c2=O)cc1 (stereo not given)	-2%	0.3	3%	1%	1%	-3	-16	2	-1%
30	O=C(NC(c1cccnc1)C(F)(F)F)c1cc(COc2ccc3c(c2)CCCC3)on1 (stereo not given)	2%	-1.8	-6%	-8%	u	8	35	7	20%
31	Cc1cccc(C)c1OCc1nnc(SCC(=O)NCc2ccccc2)o1	-11%	-0.2	-19%	-3%	-9%	38*	12	x	-5%
32	Cc1cc(-c2nnnn2-c2ccc(F)cc2)no1	-13%	-0.4	0%	-17%	-14%	-4	-15	-1	7%
33	COc1cccc2oc3cc(C#CC4(O)CCCCC4)ccc3c(=O)c12	-8%	-0.4	-20%	4%	u	17	52	-17	6%
34	O=C(c1ccc(COCC(F)(F)F)cc1)N1CCN(c2ccccn2)CC1	-3%	0.2	-6%	4%	5%	9	3	3	3%
35	CCCCNc1c(-c2cccc(SC3CCCCC3)c2)nc2ccc(Cl)cn12	-5%&-11%	-1.0&-0.9	2%&21%	-3%&-2%	u	69*!	88&57	-2&-7	-2%&2%
36	CC1CCCC(NC(=O)CCCn2ncn3c(cc4occc43)c2=O)C1C (stereo not given)	-5%	0.7	-16%	-5%	u	3	-2	0	6%
37	CCOC(=O)C1CCN(C(=O)Nc2ccc3nccnc3c2)CC1	0%	-0.4	-8%	-4%	19%	0	-28	1	1%
38	C[C@@H]1CC[C@@]23COC(=O)C2=CCC[C@@H]3[C@@]1(C)CC/C(=C/CO)CO	1%	0.9	-4%	9%	0%	-17	-25	-5	-4%
39	COc1ccc(/C=C(/NC(=O)c2ccco2)C(=O)N2CCCCC2)cc1	1%	-3.0	7%	-23%	-3%	5	0	7	5%
40	CCN(CC)S(=O)(=O)c1cccc(C(=O)N/N=C/c2ccccc2OCC(=O)O)c1	-5%	0.7	-1%	1%[57.1 µM]	-15%	-7	-8	-1	-4%
41	COc1cc2ccc(=O)oc2c(O)c1OCC=C(C)C	0%	-1.1	x	-4%[57.1 µM]	42%[activator]	2	10	x	0%
42	Oc1ccc(-c2nc3ccccn3c2NCc2ccc3c(c2)OCO3)cc1	-5%	-0.2	-4%	-28%[57.1 µM]	2%	2	5	-5	4%
43	N#CCSc1nnc(-c2sc3ccccc3c2Cl)o1	-4%	-1.2	4%	0%	u	3	-6	-13	-6%
44	CCOC(=O)c1c(C)c(C(=O)NCCc2ccc(OC)cc2)c(C)n1CC	x	x	-6%	x	2%	6	x	x	0%
45	N#CC1(NC(=O)COc2cccnc2[N+](=O)[O-])CCCCC1	-11%	0.1	2%	9%	13%	-13	-1	1	9%
46	O=C1C2=C(Nc3ccccc3SC2c2ccco2)c2ccccc21 (stereo not given)	u	0.1	u	-21%	u	-13	-2	u	-6%
47	COc1ccc(NC(=O)N(C)C[C@H]2Oc3c(NS(=O)(=O)c4ccc(OC)cc4)cccc3C(=O)N([C@H](C)CO)C[C@@H]2C)cc1	-15%	0.6	-18%	5%	8%	-7	-13	-5	-1%
48	Cc1occc1C(=O)NNS(=O)(=O)c1ccc([N+](=O)[O-])cc1	-12%	-3.4	-11%	0%	-2%	19	9	4	0%
49	O=C(Nc1ccccc1NC(=O)c1ccco1)c1ccco1	-4%	-2.3	-3%	5%	0%	0	-21	0	-4%
50	Cc1cc(Cl)ccc1OCC(=O)NCCOc1nc(N2CCCCC2)nc(N2CCOCC2)n1	-2%	0.3	-15%	4%	-6%	1	-7	1	-2%

Next part
no.	Compound	PLK1 PBD block	IL-2 act	HEK293 tox	WRN inhibitor	GLP1R inv ag	DRD3 agonist	DRD3 antagonist	PI5P4K alpha inh	GLP1R ag
51	COC(=O)c1ccc(C2C(C(=O)c3cc4ccccc4o3)=C(O)C(=O)N2CCN2CCOCC2)cc1 (stereo not given)	-15%	1.8	-14%	-4%	5%	-8	-20	1	-5%
52	COc1ccc(S(=O)(=O)N(C)CC(=O)Nc2ccccc2C(F)(F)F)cc1	-7%	-3.0	-13%	-1%	0%	0	-14	x	-4%
53	CC(C)CNC(=O)CN(C1CCCCC1)S(C)(=O)=O	2%	-1.5	6%	-3%	-7%	0	12	x	-5%
54	O=C(Nc1ccccc1F)c1ccc([N+](=O)[O-])s1	-22%	-4.2	-9%	-2%	1%	3	-5	2	0%
55	Cc1nn(CCCC(=O)Nc2sc3c(c2C#N)CCC3)c(C)c1[N+](=O)[O-]	30µM*	0.0	-41%	-8%	0%	-6	-13	x	2%
56	CCc1ccc(NC(=O)CSc2nc(C)cc(COC)c2C#N)cc1	x	x	2%	x	11%	1	x	x	17%
57	O=C(COC(=O)CN1C(=O)C2CCCCC2C1=O)Nc1ccc(F)c(F)c1F (stereo not given)	8%	-0.1	0%	-7%	4%	1	2	0	-6%
58	CCOC(=O)c1ccc(NC(=O)c2nc[nH]c2C(=O)N(C)Cc2ccccc2)cc1	-12%	-0.7	u	-2%	20%	-1	34	15	15%
59	O=C(c1ccccc1)c1coc(-c2ccccc2)c1	-2%	-0.3	-9%	2%	3%	-11	4	-1	0%
60	Cc1ccc(S(=O)(=O)C2(C(=O)Nc3ccc(F)cc3)CC2)cc1	-3%	-2.0	-2%	-21%[57.1 µM]	-17%	-1	16	-7	-6%
61	CCN(CC)CCCOC(=O)c1ccc(OC)cc1O	-8%	2.2	28%[7.66 µM]	-5%	-24%[7.66 µM]	-10	-22	4	-1%
62	O=C(COc1ccc(Cl)cc1)N1CCN(S(=O)(=O)c2ccccc2)CC1	-2%	-1.6	7%	-12%	0%	-10	-9	x	4%

Screening data deposited in PubChem by National Center for Advancing Translational Sciences (NCATS).
